# Compound activity: PubChem BioAssay, National Center for Advancing Translational Sciences (NCATS)
# TDP1 block: TDP1 (human) enzyme inhibition. Q9NUW8. Potency, µM (titrated, usually from 130 µM), for the others: at the top dose activity change, negative = inhibition, usual class: inhibitors. recombinant TDP1, AlphaScreen DNA substrate cleavage. 350,000 compounds, 0.28% hits; active = well fitted inhibition curve with a large enough effect; also: nearly all actives have a fitted effect of over 40% in size
# Target sequence (Q9NUW8 whole entry, looked up): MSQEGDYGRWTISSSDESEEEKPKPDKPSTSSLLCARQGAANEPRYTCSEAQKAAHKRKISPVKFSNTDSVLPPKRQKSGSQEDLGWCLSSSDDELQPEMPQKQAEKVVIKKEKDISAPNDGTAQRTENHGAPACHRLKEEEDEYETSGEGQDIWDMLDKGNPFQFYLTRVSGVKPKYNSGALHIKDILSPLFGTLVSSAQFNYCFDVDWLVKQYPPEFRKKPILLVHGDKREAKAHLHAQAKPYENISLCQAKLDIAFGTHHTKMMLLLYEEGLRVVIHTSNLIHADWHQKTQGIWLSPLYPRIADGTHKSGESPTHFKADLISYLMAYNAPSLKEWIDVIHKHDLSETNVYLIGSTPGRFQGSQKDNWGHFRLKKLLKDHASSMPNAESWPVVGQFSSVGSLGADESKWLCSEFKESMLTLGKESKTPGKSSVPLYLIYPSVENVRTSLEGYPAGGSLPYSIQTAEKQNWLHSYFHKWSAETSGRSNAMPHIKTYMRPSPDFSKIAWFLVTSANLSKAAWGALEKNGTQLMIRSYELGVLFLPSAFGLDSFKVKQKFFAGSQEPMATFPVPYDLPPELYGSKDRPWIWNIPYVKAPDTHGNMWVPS
#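 Tdp1 1 nM final; 15 min RT w/ cpd; substrate 15 nM, 5 min; beads 10 ug/ml, 10 min; AlphaScreen read. Neg ctrl: no enzyme.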
# Starred values were filed as active, the others as inactive; & = joins results of further samples; [ ] = dose if it differs, or a comment. % is scaled to controls: 0 for no effect and ±100 for the full control effect; potency is read from the fitted curve at half-maximal effect. Some of the compounds tested; rates above refer to the full screens.
SMILES,TDP1 block
O=C(CN1C(=O)COc2ccc(S(=O)(=O)N3CCOCC3)cc21)N1CCN(c2cccc(Cl)c2)CC1,-4%
CC1CCN(c2nc3c(c(=O)[nH]c(=O)n3C)n2CCSc2nc3ccccc3o2)CC1,0%
C=CCn1c(SCC(=O)Nc2ccccc2OC)nnc1-c1ccco1,9%
CC(C(=O)N=Nc1c(O)n(C)c2ccc(Br)cc12)n1cnc2ccccc2c1=O (stereo not given),5%
CN(C)C(=O)c1cccc(-c2csc(N3CCC(C(N)=O)CC3)n2)c1,0%
CCOC(=O)C(CSCC(=O)c1ccc(Br)cc1)NC(=O)OC(C)(C)C (stereo not given),-5%
CC(C)(C)n1ncc2c(=O)n(Cc3cccc(Cn4cnc5c(cnn5C(C)(C)C)c4=O)c3F)cnc21,3%
COC(=O)c1c(NC(=O)c2c(C)noc2C)sc2c1CCCCCC2,4%
Brc1ccc(C2=N[C@@H](Cc3ccccc3)CO2)cc1,-7%
COC(=O)Cn1c(=NC(=O)c2nc3ccccc3s2)sc2cc(S(C)(=O)=O)ccc21,-3%
Cc1[nH]c2ccccc2c1/C=N/Nc1ccccn1,5%
Cc1ccc(Cl)c(Cn2cnc3c(cnn3C(C)(C)C)c2=O)c1F,-5%
C[C@@H](c1ccccc1)N1C(=O)[C@H]2[C@H]3[C@H](O)[C@H](O)C/C(=N/OCc4ccccc4)[C@H]3CC[C@@H]2C1=O,9%[21 µM]
CC(=O)N1CCN(c2ccc(NCc3cccc(C)c3)cc2)CC1,7%
CC[C@H](C(=O)[C@H](C)[C@H](O)[C@H](C)CCc1ccc(C)c(O)c1C(=O)O)[C@H]1O[C@](CC)([C@@H]2CC[C@@](O)(CC)[C@H](C)O2)C[C@H]1C,14%[21 µM]
C=CCN1c2ccccc2[C@]23C[C@@H](C(=O)OC)N(C(=O)COCc4ccccc4)C2=NC(C(=O)OC)=C(C(=O)OC)[C@H]13,-7%[21 µM]
CC(=O)OCC1OC(C#CCCCc2ccccc2)C=CC1OC(C)=O (stereo not given),4%&-1%[21 µM]
CC(C)CCNC(=O)C(CC(C)C)NC(=O)C1OC1C(=O)O (stereo not given),12%
CC1(N2CCOCC2)CC2(O)C(=[N+]1[O-])CCc1nonc12 (stereo not given),-4%
CCCCOC(=O)NS(=O)(=O)c1sc(CC(C)C)cc1-c1ccc(Cn2c(CC)nc3c(C)cc(C)nc32)cc1,11%
COc1cc(OC)c2c(-c3ccccc3)cc(=O)oc2c1C(CC(=O)N1CCCC1)c1ccc(N(C)C)cc1 (stereo not given),26%
CC(C)CO/N=C1/C[C@@H](O)[C@@H](O)[C@@H]2[C@@H]3C(=O)N(c4cccc(Oc5ccccc5)c4)C(=O)[C@H]3CC[C@H]12,7%[21 µM]
COc1ccc(C2/C=C\CN(C(=O)C3CC3)C(Cc3ccccc3)C(=O)N2Cc2ccc(F)cc2)cc1 (stereo not given),10%
O=C(Nc1ccc(Cl)cc1)OCCN1CCN(Cc2ccccc2)CCC1=O,3%
C/C(=N\n1nnnc1Nc1ccccc1)c1ccc(N)cc1,9%
CO/N=C\[C@@H](C)[C@H](OCc1ccccc1)C(C)C,3%[21 µM]
CC1CCC(NC(=O)CN2C(=O)C3CCCN3c3ncc(Cl)cc32)CC1 (stereo not given),4%
COC(=O)CCC(=O)OC1(C)C(=O)C2=CN(Cc3ccco3)C(c3ccc(OC)cc3)=CC2=C(Br)C1=O (stereo not given),14%[12.3 µM]
COc1ccc(N2C(=O)[C@@H]3[C@H](C2=O)[C@H](C(=O)c2ccc(OC(C)=O)cc2)N2N=CC=C[C@@H]32)cc1,0%
COc1cccc(C2c3c(ncn(-c4cccc(C)c4)c3=N)Oc3ccc4ccccc4c32)c1 (stereo not given),4%

# 16 structures already listed, sorted by molecular weight, highest first:
SMILES,TDP1 block
CC[C@H](C(=O)[C@H](C)[C@H](O)[C@H](C)CCc1ccc(C)c(O)c1C(=O)O)[C@H]1O[C@](CC)([C@@H]2CC[C@@](O)(CC)[C@H](C)O2)C[C@H]1C,14%[21 µM]
CCCCOC(=O)NS(=O)(=O)c1sc(CC(C)C)cc1-c1ccc(Cn2c(CC)nc3c(C)cc(C)nc32)cc1,11%
C=CCN1c2ccccc2[C@]23C[C@@H](C(=O)OC)N(C(=O)COCc4ccccc4)C2=NC(C(=O)OC)=C(C(=O)OC)[C@H]13,-7%[21 µM]
COC(=O)CCC(=O)OC1(C)C(=O)C2=CN(Cc3ccco3)C(c3ccc(OC)cc3)=CC2=C(Br)C1=O (stereo not given),14%[12.3 µM]
COc1ccc(C2/C=C\CN(C(=O)C3CC3)C(Cc3ccccc3)C(=O)N2Cc2ccc(F)cc2)cc1 (stereo not given),10%
C[C@@H](c1ccccc1)N1C(=O)[C@H]2[C@H]3[C@H](O)[C@H](O)C/C(=N/OCc4ccccc4)[C@H]3CC[C@@H]2C1=O,9%[21 µM]
COc1ccc(N2C(=O)[C@@H]3[C@H](C2=O)[C@H](C(=O)c2ccc(OC(C)=O)cc2)N2N=CC=C[C@@H]32)cc1,0%
COc1cccc(C2c3c(ncn(-c4cccc(C)c4)c3=N)Oc3ccc4ccccc4c32)c1 (stereo not given),4%
O=C(Nc1ccc(Cl)cc1)OCCN1CCN(Cc2ccccc2)CCC1=O,3%
CC1CCC(NC(=O)CN2C(=O)C3CCCN3c3ncc(Cl)cc32)CC1 (stereo not given),4%
CC(=O)OCC1OC(C#CCCCc2ccccc2)C=CC1OC(C)=O (stereo not given),4%&-1%[21 µM]
CC(=O)N1CCN(c2ccc(NCc3cccc(C)c3)cc2)CC1,7%
CC(C)CCNC(=O)C(CC(C)C)NC(=O)C1OC1C(=O)O (stereo not given),12%
CC1(N2CCOCC2)CC2(O)C(=[N+]1[O-])CCc1nonc12 (stereo not given),-4%
C/C(=N\n1nnnc1Nc1ccccc1)c1ccc(N)cc1,9%
CO/N=C\[C@@H](C)[C@H](OCc1ccccc1)C(C)C,3%[21 µM]

# Additional records.
SMILES,TDP1 block
Cc1ccc(NC(=O)c2ccccc2OCC(=O)Nc2cccc(Cl)c2C)nc1,0%
O=C(NCCc1ccc(F)cc1)c1cc(-c2ccncc2)nc2ccccc12,3%
Cc1ccc(C)n1-c1ccccc1N,0%
COC(=O)[C@@H]1CC[C@H](C)[C@@H](c2ccc(C)cc2)N1C(=O)c1ccc(/C=N\O[C@@H](C)c2cn([C@H](CO)Cc3ccccc3)nn2)cc1,3%&8%[21 µM]
O=C(N/N=C/c1ccc(N2CCCCC2)o1)C(O)(c1ccccc1)c1ccccc1,11%
CCC1(C)OCC(Cn2c3ccccc3c3ccccc32)O1 (stereo not given),-5%
COC(=O)[C@H](COC(C)(C)C)NC(=O)O[C@H]1C(=O)c2cc(OC)ccc2O[C@@H]1c1ccc(OC)c(Br)c1,7%
C[C@]12CC[C@@H]3c4ccc(O)cc4C[C@@H](CCCCCCCCCS(=O)CCCC(F)(F)C(F)(F)F)C3[C@@H]1CC[C@@H]2O (stereo not given in full),0%
Cc1c(Cl)cccc1NS(=O)(=O)c1cc2c(cc1F)NC(=O)CC2,0%
COCc1cc(C)n(CC(=O)Nc2cccc(C(C)=O)c2)c(=O)c1C#N,-3%
CO[C@H]1COC(=O)C/C=C\[C@@H](C)[C@H](OC)COC(=O)[C@H]2CCCN2C(=O)C/C=C\[C@@H]1C,7%[21 µM]
CCOC(=O)CNC(=O)O[C@@H]1Cc2cc(OC)ccc2O[C@H]1c1cccc(OC)c1,4%
Cc1ccc(-c2nn(C)c(=O)c3ccccc23)cc1CNC(=O)Cn1nc(-c2ccccc2)c2ccccc2c1=O,-2%
COC(=O)C1(C(=O)OC)CC2=CCC3C(=O)N(c4ccccc4)C(=O)C3C2Cc2ccccc2[C@@H]1C[N+](=O)[O-] (stereo not given in full),9%
CC1CCCCN1C(=O)CN1CCSc2ccccc21 (stereo not given),8%
Cc1cccc(NC(=O)C(=O)NCCc2sc(-c3ccccc3)nc2C)c1C,-4%
C[C@]12O[C@H]1[C@@H](O)C(Br)=C(CO)[C@H]2O,2%
Cc1nn(C)c2nc(NNC(=O)Nc3cc(Cl)nc(Cl)c3)cc(C(C)C)c12,0%
CCCNC(=O)OC[C@H]1O[C@@H](CCO/N=C\[C@@H](NS(=O)(=O)c2ccc(C)cc2)[C@H](C)/C=C\CC(=O)OC)C=C[C@@H]1Oc1ccc(OC)cc1,8%[21 µM]
CC(=O)N1C2(C=CC1(C)C(=O)NCc1ccc(C)o1)CCCCC2 (stereo not given),9%
CCC(=O)c1c(OCc2ccccc2)ccc2c(C)cc(=O)oc12,3%
O=C(Nc1nnc(-c2cccnc2)o1)c1cccc([N+](=O)[O-])c1,8%
CC(C)[C@@H](CC(=O)N[C@@H]1CCNC[C@H]1C(=O)N[C@H](CC(=O)N[C@@H](CCC(=O)O)CC(=O)O)Cc1ccccc1)NC(=O)C[C@H](Cc1c[nH]c2ccccc12)NC(=O)[C@@H]1CNCC[C@H]1N,0%
COC(=O)C/C=C\[C@@H](C)[C@@H](/C=N\O[C@@H](C)c1cc(-c2c(C)cc(C)cc2C)no1)NS(=O)(=O)c1ccc(C)cc1,4%[21 µM]
C#CCOCCOCCOCCNc1nc(N2CCN(C(=O)[C@H](CCC(=O)O)n3cc(C(N)CO)nn3)CC2)nc(N2CCN(C(=O)[C@H](CCC(=O)O)n3cc(C(N)CO)nn3)CC2)n1 (stereo not given in full),-1%
CCN(CC)CCn1c(-c2ccccc2)nc2c(NC3CCCCC3)nc(C)nc21,6%
COc1ccc2c(c1)O[C@@H](c1ccc3c(c1)OCO3)[C@H](OC(=O)NS(=O)(=O)c1ccc(F)cc1)C2=O,6%
CCCCCCCCCCCCCC[C@@H](O)[C@@H](O)[C@@H](N)CO,10%
O=C1c2cccc3cccc(c23)C(=O)N1CCN1CCN(C(=S)Nc2ccc(F)cc2)CC1,0%
COC(=O)c1[nH]c2ccc(F)cc2c1NC(=O)CCN1CCN(C(=O)c2ccco2)CC1,4%
Clc1ccc(-c2nn3c(-c4cccc(Cl)c4)nnc3s2)cc1,3%
COc1cccc([C@H]2Oc3ccc(OC)cc3/C(=N\OC[C@@H](O)[C@@H]3O[C@@H]4OC(C)(C)O[C@@H]4[C@H]3O)[C@@H]2O)c1,-2%[21 µM]
N#CC(c1nc2ccccc2nc1N1CCCCC1)S(=O)(=O)c1ccc(Cl)cc1 (stereo not given),0%
COc1ccc(C(F)(F)F)cc1NC(=O)C(OC(=O)CNC(=O)c1ccccc1)c1ccccc1 (stereo not given),-2%
Cc1noc(/C=C/N(C)C)c1S(=O)(=O)N1CCCC(C(=O)NCc2ccc(F)cc2)C1 (stereo not given),-1%
CC(=O)c1cc2c(cc1NC(=O)CCC1CCCC1)OCO2,3%
COC(=O)N1[C@H](C)C=C[C@]1(Cc1ccccc1)C(=O)NCc1ccc(C)o1,6%
Cc1ccc(C)c(Cc2c(C)nc3c(C(=O)NCc4ccc5c(c4)OCO5)cnn3c2C)c1,2%
Cc1nc(N2CCOCC2)c2nc(-c3ccccc3)n(CC3CCN(C)CC3)c2n1,7%
Cc1occc1CNc1ncnc2ccc(-c3ccc4c(c3)OCO4)cc12,4%
COc1cc(C2CC(=O)Oc3c2c(=O)[nH]c2ccccc32)cc(OC)c1OC (stereo not given),-1%
CN(C)c1ccc(/C=c2\sc3nc(-c4ccccc4)nn3c2=O)cc1,2%
COC(=O)c1ccc(C)c(NC(=O)Cc2ccc([N+](=O)[O-])cc2)c1,-3%
C=Cc1ccccn1,12%
O=C1C=C(NCCN2CCOCC2)C(=O)c2cnccc21,3%
Cc1cc(C(=O)CSc2nc3ccccc3c(=O)n2C)c(C)n1CC1CCCO1 (stereo not given),2%
COc1ccc(C2CC(=O)N(CC(=O)Nc3ccc(C)c(Cl)c3)c3ccccc3S2)cc1OC (stereo not given),0%
COc1cc(-c2oc3cc(O)cc(O)c3c(=O)c2OC[C@@H]2OC(O[C@@H]3O[C@@H](C)[C@H](O)[C@@H](O)[C@H]3O)[C@@H](O)[C@H](O)[C@@H]2O)ccc1O (stereo not given in full),15%
Cc1ccc(C2(C)NC(=O)N(CC(=O)NC(=O)NC3CCCC3)C2=O)cc1 (stereo not given),1%
CC(C)c1ccc2c([Si](C)(C)C)c3c(nc2c1)-c1cccc(=O)n1C3,8%
# More entries.
SMILES,TDP1 block
COc1ccc(S(=O)(=O)Nc2nc3ccccc3nc2Nc2ccc3c(c2)OCO3)cc1,3%
CCOC(=O)CCCCC(=O)c1[nH]c(=O)[nH]c1C[n+]1ccccc1,2%
COc1ccc(COC(=O)N/N=C2/C[C@@H](O)[C@@H](O)[C@@H]3[C@@H]4C(=O)N(C5CCCCC5)C(=O)[C@H]4CC[C@H]23)cc1,5%[21 µM]
Cc1cccc(Nc2nc(N)nc(N)c2S(=O)(=O)c2ccccc2)c1,-2%
N#Cc1ccc(Cl)cc1NC(=O)CSc1nc2nc(-c3cccs3)cc(C(F)(F)F)c2c(=O)[nH]1,6%
COc1ccc(C2/C=C\CN(Cc3ccco3)C(C)C(=O)N2Cc2ccc(F)cc2)cc1 (stereo not given),16%
O=C(OCC#CCSc1nnc(-c2cccc3ccccc23)o1)c1ccc(OC(F)(F)F)cc1,-8%
c1nc(NCCc2cnc[nH]2)c2cc(-c3ccc4c(c3)OCO4)ccc2n1,9%
CC[C@H](C)[C@H](NC(=O)[C@@H](NC(=O)[C@@H](NC(=O)[C@H](CCC(=O)O)NC(=O)[C@H](CCC(=O)O)NC(=O)[C@H](CCC(=O)O)NC(=O)[C@H](C)NC(=O)[C@@H](N)CC(C)C)C(C)C)C(C)C)C(=O)N[C@@H](CCCNC(=N)N)C(=O)N[C@@H](CO)C(=O)N[C@@H](C)C(=O)N[C@@H](CC(N)=O)C(=O)N[C@@H](Cc1ccccc1)C(=O)N[C@H](C(=O)N[C@@H](CC(=O)O)C(=O)N[C@@H](CC(N)=O)C(=O)O)[C@@H](C)O,5%
COC(=O)CNC(=O)N1CCN(S(=O)(=O)c2ccc3c(ccn3C)c2)CC1,4%
CCOC(=O)c1[nH]c(C)c(/C(O)=C2\C(=O)C(=O)N(CCCN(C)C)C2c2ccncc2)c1C (stereo not given),7%
C1CCC(N=C(NC23CC4CC(CC(C4)C2)C3)N2CCOCC2)CC1,6%&10%
